# Bioassay records as filed in PubChem BioAssay.
# MT stabilizer: microtubule stabilizers in HeLa cells, primary screen, imaging, high-content imaging; HeLa tubulin immunostaining HCS, 24 h; share of cells brighter than vehicle mean+2SD; 200,000 tested, 0.83% active; AID 2205, 2009; % tubulin-high responders, % at 10 µM;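 active means plate Z-score above 3 for both tubulin-high and condensed-nucleus cell shares, with cell loss under 80%, at 10 µM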;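 further: anti alpha tubulin signal scored within the nucleus-defined area of each cell; some results filed as inactive read as strong as hits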
# Myeloid diff 2: induction of myeloid progenitor differentiation, primary screen, cell-based, flow cytometry, MLPCN library | ER-HoxA9 myeloid progenitors, lysozyme-GFP differentiation | calls only at 10 µM | 360,000 tested, 1% active;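 active means normalized GFP-positive differentiation at or above the plate's own cutoff, the solvent-only control mean plus 3 SD; inconclusive means no clear call, values can overlap the other calls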;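 further: cells exposed to compound for four days before flow analysis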
# Insulin prom up: insulin promoter activators in MIN6 cells, imaging, high-content screening, mouse beta cells; MIN6 insulin promoter-GFP reporter; stronger effect = higher value; 190,000 tested, 0.3% active; AID 1625, 2009; z-score at 5 µM;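 active means z-score above 3 at 5 µM with at least 500 cells counted in the well; inconclusive means wells under 500 cells, flagged as cytotoxic or low count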
# WT yeast gro inh: growth inhibition of WT strain, primary screen, mitochondrial fusion inhibitor project, WT and mutant strains, chemical genetic; AID 1362, 2008; mitochondrial fusion phenotypic screen; inhibition, % at 10 µM; 190,000 tested, 2.1% active; in the data active means inhibition above about 58%; tested in S. cerevisiae
# Lipid droplet: inhibitors of hepatocyte lipid droplet formation, primary screen, imaging, high-throughput imaging, BODIPY stain; AML12 mouse hepatocytes, oleate lipid droplets; inhibition, % at 6.5 µM; 240,000 tested, 0.4% active; AID 1656, 2009;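 active means lipid droplet intensity inhibited by at least 50%, with more than 500 cells counted; inconclusive means wells with under 300 cells, treated as cytotoxic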
#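 Assay system: AML12 mouse liver cells | Compound: 6.5 µM single-point dosing | Schedule: Overnight exposure | Technique: Fluorescence imaging, 20x objective, two fields per well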
# T cell HTS: modulators of CD8 T cell-vesicle binding, primary screen, mouse 2C CD8+ T cells, flow cytometry; 2C CD8+ T cell-vesicle binding; stronger effect = lower value; 330,000 tested, 0.068% active; AID 2052, 2009; calls only at 7 µM;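 active means response, share of CD8 T cells binding vesicles, and their 90th percentile fluorescence all below set limits, cut at about 80% in these data, passing the limit was not always enough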
#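 Material: 2C TCR transgenic mouse naive CD8+ T cells, MACS-purified. Also added: QL9-charged Drosophila Ld/ICAM-1/B7-1 vesicles. Timing: binding 1.5 h at 37 °C. Measured by: high-throughput flow cytometry with anti-B7-1 and anti-CD8 staining. Read-out: percent CD8+ FL2 mean versus row control. Controls: Unloaded micro-vesicles (low), QL9 vesicles with 0.7% DMSO (high).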
# Autophagy HCS: autophagy modulators in MEF cells, primary screen, imaging, high-content, MEF GFP-LC3. MEF GFP-LC3 puncta imaging; test concentration mostly 10 µM. calls only at 10 µM (by protocol). 190,000 tested, 0.98% active;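 active means percentage of spot-positive cells more than 3 SD above its plate mean, without a fluorescence outlier flag or 80% toxicity; inconclusive means no clear call, values can overlap the other calls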;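 further: spot-positive cell cutoff set from DMSO-treated cells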
# West Nile virus CPE: West Nile virus antiviral activity, cell-based, CPE readout (AID 1621) | West Nile virus-infected cells, CPE inhibition; higher % means a stronger effect | one-dose CPE inhibition, % at 10 µM; IC50 in µM for titrated hits | 290,000 tested, 0.02% active; in the data active means a potency from the dose series; inconclusive means CPE inhibition mostly from about 3.7% at the one dose, without a potency; inactive means the rest, 99 in 100 with CPE inhibition below about 2.2%; further: strong numbers were not always called active
# bCat nuc transl: modulators of beta-catenin nuclear translocation, primary screen, imaging, HeLa cells, immunofluorescence, high-content | AID 1665, 2009 | 190,000 tested, 0.3% active | nuclear translocation activity, % at 5 µM;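 active means nuclear translocation activity above 50% at 5 µM, with a well cell count of 50 or more; inconclusive means wells under 50 cells across six images, flagged as toxic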;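 further: per-cell ratio of nuclear to cytoplasmic median beta-catenin stain intensity; plate controls were DMSO negative control for no effect and GSK-3 inhibitor IX positive control for full effect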
#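 Assay system: human HeLa cells, native beta-catenin; doses: 5 µM primary, 0.02–20 µM confirmation; incubation: compound treatment 24 h, 37°C, 5% CO2; technique: fluorescence imaging of beta-catenin antibody stain plus DAPI; measure: % activation, nuclear-to-cytoplasmic median beta-catenin signal ratio per cell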
# WT yeast gro inh mutant strain: also measured in WT yeast gro inh; calls as there; inhibition, %; mitochondrial fusion phenotypic screen, mutant strain inhibition
# Insulin prom up cell count: recorded beside Insulin prom up, whose call it bears; cell count; measured here: cytotoxicity, nuclei count;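 total cells summed across four imaged fields per well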
# Lipid droplet cells 6.5 µM: second read-out of Lipid droplet, no call of its own (marks repeat the call); cell count; measured here: cell count, cytotoxicity flag;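 cells counted across two imaged fields per well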
# bCat nuc transl cell count 5 µM: second read-out of bCat nuc transl, no call of its own (marks repeat the call); cell count; measured here: cell count, cytotoxicity flag
# T cell HTS vesicle-bound %: further read-out of T cell HTS, marked with its call; double positive events, %; measured here: CD8+ vesicle-bound cell fraction;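 binding gate set so that unloaded-vesicle control wells show 10% double positive cells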
# MT stabilizer Hoechst-high %: further read-out of MT stabilizer, marked with its call; % Hoechst-high responders; measured here: nuclear condensation Hoechst responders;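 share of cells brighter than vehicle mean plus two SD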
# MT stabilizer cytotoxicity %: second read-out of MT stabilizer, no call of its own (marks repeat the call); toxicity, %; measured here: cytotoxicity by cell density;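 0% = mean cell density of plate MIN control wells and 100% = no cells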
# Autophagy HCS cell loss 18 h: also measured in Autophagy HCS; calls as there; toxicity, %; measured here: cell loss, nuclei count;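 cell loss after 18 h compound exposure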
# Myeloid diff 2 GFP+ MAC1+ %: also measured in Myeloid diff 2; calls as there; GFP+ MAC1+ double positive, %; measured here: differentiation confirmed by MAC1 staining
# * = called active by the depositor; i = inactive; ? = inconclusive; . = no result given; + = active, no number. The order is random. About 3.9% of those tested had a hit in this group.
SMILES,MT stabilizer,MT stabilizer Hoechst-high %,MT stabilizer cytotoxicity %,Myeloid diff 2,Myeloid diff 2 GFP+ MAC1+ %,Insulin prom up,Insulin prom up cell count,WT yeast gro inh,WT yeast gro inh mutant strain,Lipid droplet,Lipid droplet cells 6.5 µM,T cell HTS,T cell HTS vesicle-bound %,Autophagy HCS,Autophagy HCS cell loss 18 h,West Nile virus CPE,bCat nuc transl,bCat nuc transl cell count 5 µM
O=C(NC1CCCC1)C(c1ccsc1)N(C(=O)Cc1cccs1)c1cccc(F)c1 (stereo unspecified),1.1,1.3,6.4,i,7.7,-0.25,1610,-3.1,-1.1,.,.,i,18.5,i,-4.8,-0.1%,0.2,1394
Cc1ccccc1NS(=O)(=O)c1ccc2[nH]c(=O)[nH]c2c1,3.0,1.7,7.3,i,0.0,0.27,1417,-3.5,14.0,29.8,749,i,58.5,i,2.2,-0.6%,0.5,1473
Cc1cc(C)c2c(CN3CCOCC3)cc(=O)oc2c1,.,.,.,i,0.4,.,.,.,.,-21.2,724,i,57.9,.,.,0.4%,0.7,1323
COc1ccc(CNC(=O)COc2ccc(S(=O)(=O)N3CCOCC3)cc2C)cc1,.,.,.,i,0.8,.,.,.,.,-24.3,721,i,24.4,.,.,-0.4%,.,.
Cc1ccc([N+](=O)[O-])c(OCC(O)CNC(C)(C)C)c1 (stereo unspecified),.,.,.,i,0.3,0.92,1122,.,.,?,.,i,32.4,.,.,-0.1%,0.3,1350
O=C(NCCCN1CCN(C2CCCCC2)CC1)Nc1ccccc1C(F)(F)F,3.4,3.0,0.1,i,0.9,0.29,1671,5.4,8.3,.,.,i,40.7,i,12.1,0.2%,-0.5,1307
COc1cc([N+](=O)[O-])cc(/C=N/NC(=O)CSc2nnc(-c3ccccc3)n2C)c1O,.,.,.,.,.,-0.54,1018,.,.,-8.5,739,i,33.3,.,.,0.1%,0.2,1282
CCOC(=O)CN1C(=O)Nc2ccc(Br)cc2C1c1ccccc1 (stereo unspecified),2.6,1.7,5.5,i,1.8,0.01,1667,0.7,-28.7,.,.,i,52.2,i,0.5,-0.1%,-1.8,1324
COC(=O)NCC(C)OC(=O)Nc1cccc(Cl)c1 (stereo unspecified),5.0,4.2,12.7,i,0.6,-0.03,1087,1.0,-18.1,.,.,i,39.9,i,11.5,0.1%,-1.0,1098
Cc1cc(C)n2nc(SCC(=O)Nc3ccc(F)cc3)nc2n1,8.0,3.9,7.3,?,.,-0.35,999,14.6,10.3,.,.,i,62.2,i,0.8,0.7%,-0.9,1165
CC(C)N1CCC(N2CCN(C3CCCCCC3)CC2CCO)CC1 (stereo unspecified),5.5,2.1,7.2,i,0.3,0.25,1426,-2.8,4.4,12.3,644,i,34.2,i,19.1,0.2%,-3.1,961
CC(CN1CCOCC1)OC(=O)C1COc2ccccc2O1 (stereo unspecified),2.0,1.8,7.3,i,0.7,0.61,1415,11.4,3.3,5.1,738,i,27.0,i,30.8,0.3%,-0.3,989
Cc1ccc(SCCN2CCN(C)CC2)cc1,.,.,.,i,0.6,.,.,.,.,9.5,844,i,55.8,.,.,-0.1%,.,.
Cc1cccc(-c2noc(-c3ccccc3C(=O)NCc3ccco3)n2)c1,.,.,.,i,0.8,0.53,899,.,.,-1.2,773,i,49.7,.,.,0.3%,-0.5,1417
Cc1nc2ccc(S(=O)(=O)NC(C(=O)Nc3nccs3)C(C)C)cc2s1 (stereo unspecified),3.3,1.2,7.3,i,0.7,-0.42,1485,14.5,6.7,18.5,690,i,43.5,i,6.9,-0.9%,1.3,976
O=C(NCCCN1CCOCC1)c1ccc(NC(=O)C2COc3ccccc3O2)cc1 (stereo unspecified),2.9,1.4,5.7,i,0.1,-0.58,1368,-14.7,-17.3,-1.1,690,i,20.3,i,-9.0,0.7%,1.3,1058
O=C(Nc1cc(C(F)(F)F)ccc1N1CCOCC1)c1ccccc1,1.5,1.7,5.6,i,1.0,0.27,974,1.1,13.3,2.4,754,i,22.2,i,7.7,-0.5%,-2.9,1180
CC1=C(C(=O)N2CCOCC2)C(c2ccc(OC(F)F)cc2)NC(=S)N1c1ccccc1 (stereo unspecified),3.2,1.7,7.9,i,0.3,-0.42,1585,-5.4,-6.5,2.5,669,i,29.4,+,25.5*,0.5%,-3.1,1109
CC1(/[N+]([O-])=C/c2ccc(Cl)cc2Cl)CCCCC1=O (stereo unspecified),.,.,.,i,0.2,-0.62,1461,.,.,-5.7,701,i,37.8,.,.,1.1%,1.3,1099
CCCCOc1ccc(C(=O)OC(C)CN(C)C)cc1 (stereo unspecified),3.6,2.4,15.7,i,0.4,0.22,1597,2.4,-6.7,.,.,i,12.3,i,31.2,.,-1.2,1397
NS(=O)(=O)c1ccc(NC(=S)N2CCC(Cc3ccccc3)CC2)cc1,.,.,.,i,1.0,.,.,.,.,13.3,686,i,30.8,.,.,-1.8%,.,.
CCCC(=O)Nc1nc(C)c(-c2csc(Nc3ccccc3OC)n2)s1,19.9,14.3,13.8,i,0.8,-1.52,1283,10.2,17.6,.,.,i,44.5,i,-22.0,-0.1%,8.1,916
C#CCOc1ccccc1/C=N/NC(=O)c1ccccc1OCc1ccccc1,.,.,.,i,0.5,.,.,.,.,-18.9,665,i,3.5,.,.,-0.3%,.,.
C/C(=N\NC(=O)c1cc2c(s1)CCC(C)C2)c1cccnc1 (stereo unspecified),2.4,1.8,5.9,i,0.4,-0.83,1373,42.1,-12.5,12.9,630,i,60.8,i,-0.9,-0.8%,-3.5,1140
CCN(CC)c1ccc(/C=C(/C#N)C(=O)NCc2ccccc2)o1,2.4,1.4,2.3,i,0.2,2.95,1017,6.3,-8.4,-1.4,660,i,52.7,+,5.8*,-0.9%,0.9,480
CSCCC1NC2(C(=O)Nc3c2ccc(Cl)c3C)[C@@H]2C(=O)N(C3CCCC3)C(=O)[C@H]12 (stereo partly specified),3.7,3.3,27.9,i,1.2,-0.04,1282,7.4,-3.3,-11.8,706,i,29.2,i,41.0,-1.3%,-1.1,1238
Cc1noc(C)c1C(=O)Nc1sc2c(c1C(N)=O)CCCCC2,2.2,1.6,6.7,i,1.2,0.75,1173,6.2,-22.0,-4.8,785,i,38.1,i,-3.7,-0.5%,.,.
COc1ccc(F)cc1C(=O)C1CCCN(C(=O)c2ocnc2C)C1 (stereo unspecified),1.6,2.0,2.1,i,0.6,1.28,1469,-10.9,11.8,-22.4,645,i,31.2,i,-0.3,-0.9%,1.1,998
OCCN(Cc1ccccc1)CC(O)COc1ccc2c(c1)OCO2 (stereo unspecified),.,.,.,i,5.2,.,.,.,.,-9.6,800,i,47.1,.,.,-0.8%,.,.
NC(=O)CSc1nnc(COc2ccccc2)n1CCc1ccccc1,1.4,1.3,7.5,i,4.5,0.61,1077,-1.2,-13.5,.,.,i,58.6,i,0.6,.,-4.1,881
Cc1ccccc1OC(C)C(=O)Nc1ccc(S(=O)(=O)Nc2nccs2)cc1 (stereo unspecified),.,.,.,i,1.2,.,.,.,.,-7.9,807,i,7.1,.,.,2.0%,.,.
CC1CCN(S(=O)(=O)c2ccc(NC(=O)c3ccncc3)cc2)CC1,.,.,.,i,0.7,.,.,.,.,6.2,672,i,63.3,.,.,-1.4%,.,.
O=Cc1cn(Cc2ccccc2)nc1-c1cccnc1,2.2,1.7,4.8,i,1.0,0.13,1120,-22.6,3.9,-1.7,687,i,60.0,i,1.1,-0.6%,1.2,1122
CC1=C(C(N)=O)C(c2ccc(Cl)cc2)n2nc(CCCO)nc2N1 (stereo unspecified),.,.,.,i,0.4,.,.,.,.,-2.3,818,i,18.0,.,.,-0.1%,.,.
S=c1[nH]nc(-c2ccccn2)n1/N=C/c1ccc(-c2ccccc2Br)o1,0.1,2.8,10.4,i,0.6,-0.23,1330,27.5,12.8,-12.4,688,.,.,i,-3.7,-0.7%,-0.5,1085
O=C(OCC(=O)N1CCCC1=O)c1ccc(F)c(S(=O)(=O)N2CCOCC2)c1,.,.,.,i,0.9,.,.,.,.,-1.4,828,i,3.6,.,.,0.0%,.,.
N#Cc1c(N)nc(SC2CCCCC2=O)c(C#N)c1-c1ccco1 (stereo unspecified),2.6,2.4,10.0,i,6.2,.,.,.,.,.,.,i,59.3,i,6.9,0.5%,.,.
Cc1ccc2nc(N3CCN(S(=O)(=O)c4ccc(C)c(Cl)c4)CC3)c(C#N)cc2c1,1.8,1.2,7.9,i,2.0,-0.07,967,-3.9,13.3,-16.3,793,i,32.4,i,2.1,0.0%,-6.3,1231
S=C(NCCc1ccccn1)Nc1ccccc1,2.9,1.2,1.2,i,0.4,0,1326,18.0,-4.4,2.2,728,i,24.2,i,-2.9,1.4%,-0.7,1164
